NR3A LBD binder – NR3A (human) ligand-binding domain modulation. AID 1259313. hit rate 2.5% among 340,000. NR3A LBD differential scanning fluorimetry, Tm shift; 0% = protein alone, 100% = glycine-bound protein. Tm shift relative to glycine control, % at 25 µM;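 active = melting temperature shift of at least 10% of the positive control shift, at one fixed dose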
ATG4B inhibitor – inhibitors of human ATG4B cysteine protease; ATG4B cleavage of LC3-PLA2, NBD-HPC fluorescence, 1 h; inhibition, % at 8.33 µM; AID 504462; hit rate 0.51% among 340,000; Q9Y4P1; in the data active = inhibition above about 40%
Target sequence (Q9Y4P1 whole entry, looked up): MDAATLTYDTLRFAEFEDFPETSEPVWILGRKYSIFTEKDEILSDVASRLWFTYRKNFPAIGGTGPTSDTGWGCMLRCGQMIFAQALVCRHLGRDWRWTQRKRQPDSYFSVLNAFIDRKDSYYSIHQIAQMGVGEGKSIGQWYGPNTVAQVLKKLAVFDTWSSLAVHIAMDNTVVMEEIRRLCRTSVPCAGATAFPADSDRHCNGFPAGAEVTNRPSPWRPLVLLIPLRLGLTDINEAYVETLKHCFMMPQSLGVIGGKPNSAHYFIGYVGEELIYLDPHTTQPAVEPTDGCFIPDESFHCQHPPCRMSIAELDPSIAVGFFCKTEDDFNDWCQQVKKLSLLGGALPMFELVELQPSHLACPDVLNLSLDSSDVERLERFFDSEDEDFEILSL
hIAP activ – human IAP activation; purified human IAP, CDP-Star luminescence, 30 min; hits give high values; 1 = vehicle-only enzyme, 0 = enzyme-free background; P09923; hit rate 0.16% among 330,000; activation factor at 10 µM;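 active = activation factor of the enzyme at least 2-fold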; note: the source names both 10 and 20 µM as test concentration; values of inactives mirror those of a sister screen read the other way
MPTP inh – permeability transition pore inhibition; isolated mouse mitochondria, Ca2+ swelling absorbance, 30 min; hit rate 1.4% among 360,000; inhibition, % at 10 µM;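 active = inhibition of 50% or more, scaled per plate between neutral and stimulator controls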;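 note: 0% = DMSO wells given calcium and 100% = 1 mM EGTA wells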
SENP6 block – blocks the human protease SENP6. inhibition, % at 10 µM. AID 2599. Recombinant SENP6 catalytic domain, aminoluciferin luminescence. hit rate 1.8% among 330,000. Q9GZR1;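 active = inhibition above about 50% at the single tested dose, limit read from the data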;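 note: plate controls were DMSO wells with enzyme for no effect and DMSO wells lacking enzyme for full effect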
SENP1 FRET inh – SENP1 (human) catalytic domain inhibition | recombinant SENP1 catalytic domain, CyPet-SUMO1-YPet FRET cleavage | inhibition, % at 10 µM | Q9P0U3 | hit rate 0.21% among 360,000;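 active = inhibition at least 30% at 10 µM, raw YFP signal under a set limit, fluorescence ratio 0.5 to 1.5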;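 note: 0% = enzyme with DMSO and 100% = no enzyme wells; some results filed as inactive read as strong as hits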
Target sequence (Q9P0U3 419-644 limits assumed): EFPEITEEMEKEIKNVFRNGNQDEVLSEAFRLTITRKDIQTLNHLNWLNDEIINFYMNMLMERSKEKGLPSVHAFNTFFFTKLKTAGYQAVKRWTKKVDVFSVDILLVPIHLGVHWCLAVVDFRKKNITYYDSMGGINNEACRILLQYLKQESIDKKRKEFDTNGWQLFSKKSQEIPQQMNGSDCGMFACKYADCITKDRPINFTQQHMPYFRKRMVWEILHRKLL
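Compound: 10 µM single point, 0.5% DMSO; Test system: hSENP1 catalytic domain, recombinant; Timing: 50 min reaction at room temperature; Technique: FRET, CFP and YFP emission; Control set: no-enzyme wells low, DMSO-plus-enzyme wells high control.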
PfGluPho inh – PfG6PD (Plasmodium falciparum) enzyme inhibition. PfGluPho enzyme, NADPH resazurin-diaphorase fluorescence. inhibition, % at 20 µM. AID 504690. hit rate 0.78% among 350,000;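 active = inhibition reaching at least a set limit at 20 µM in the primary screen, cut at about 59% in these data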;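 note: 0% = DMSO wells with substrate and 100% = DMSO wells lacking glucose-6-phosphate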
SENP8 block – SENP8 (human) protease inhibition | inhibition, % at 20 µM | hit rate 0.64% among 360,000 | Q96LD8 | recombinant SENP8, Nedd8 substrate fluorescence; in the data active = inhibition mostly above about 40%, no sharp cut-off; inactive = mostly below about 27%
Target sequence (Q96LD8 whole entry, looked up): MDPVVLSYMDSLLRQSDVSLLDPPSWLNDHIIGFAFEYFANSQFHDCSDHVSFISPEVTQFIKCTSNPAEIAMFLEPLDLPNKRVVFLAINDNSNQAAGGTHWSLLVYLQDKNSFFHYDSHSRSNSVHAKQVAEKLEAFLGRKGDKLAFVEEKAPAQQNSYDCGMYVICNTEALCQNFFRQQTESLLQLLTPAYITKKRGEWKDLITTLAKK
An asterisk follows results filed as active; i = inactive; / = no result given.

SMILES	NR3A LBD binder	ATG4B inhibitor	hIAP activ	MPTP inh	SENP6 block	SENP1 FRET inh	PfGluPho inh	SENP8 block
Cc1ccc(S(=O)(=O)N2CCN(S(=O)(=O)c3ccccc3Br)CC2)cc1	5	-10	/	0.0	/	0	15	6
Cc1noc(C)c1S(=O)(=O)NCC(=O)O	1	-2	1.2	1.1	-17	3	-12	16
O=C(COC(=O)CCCOc1ccc(Cl)cc1Cl)NCc1ccccc1	8	4	0.94	1.7	-7	2	-3	16
CC(=O)NCc1ccc(C(=O)CCl)s1	-1	1	0.96	1.1	-16	2	-4	14
O=C(COC(=O)c1cc([N+](=O)[O-])ccc1NCCO)c1ccc(Cl)cc1	-6	6	1.6	1.2	-3	1	-6	23
COC(=O)c1cn(CCOc2ccccc2OC)c2ccccc12	4	-18	1.1	-0.8	-11	-2	-4	22
N#Cc1nc(COc2ccccc2)oc1N1CCCCC1	-2	4	0.98	-1.3	-3	-1	-2	11
O=C(NCCC1=CCCCC1)C1CCN(C(=O)Nc2ccccc2)CC1	-2	-9	0.92	1.1	-2	1	-5	32
CCOc1ccc(C(=O)CCC(=O)N2CCN(c3ncccn3)CC2)cc1	0	3	0.91	-0.4	-1	17	-4	-3
O=C(CCN1C(=O)/C(=C/c2ccc(F)cc2)SC1=S)N[C@@H](CO)Cc1ccccc1	3	0	1	2.2	28	1	2	23
CCS(=O)(=O)Nc1ccc(Cc2ccc(NS(=O)(=O)CC)cc2)cc1	0	4	0.85	8.0	4	-3	11	13
CCOC(=O)N/N=C/C=C/c1ccccc1[N+](=O)[O-]	0	-6	1	1.5	-2	0	5	-2
Cc1ccc2c(c1)nnn2C1CCN(CC(=O)N2c3ccccc3CC2C)CC1 (configuration not stated)	-17	2	1.3	0.8	3	-6	5	6
Cc1ccccc1-c1nnc(SCc2ccccc2)o1	0	27	1	1.5	37	1	-3	31
O=C(C1CCCCC1)N(Cc1nc2sc3c(c2c(=O)[nH]1)CCCC3)Cc1cccs1	-10	0	1.1	2.5	-2	-2	-5	-10
C/C(=C\C(=O)c1ccc(Cl)cc1Cl)N(C)C	0	-1	0.88	-2.3	-5	-2	0	9
Cc1ccc(C(C(=O)NC(C)(C)C)N(C(=O)CCC(=O)Nc2ccccn2)c2ccccc2F)cc1 (configuration not stated)	-1	-4	1	0.3	-13	1	4	11
COc1ccc(NC(=O)NC(=O)c2cc(OCC(F)(F)F)ccc2OCC(F)(F)F)cc1	-8	3	1.2	10	5	-3	13	35
Cc1nc(C(C)N(C)Cc2nc(-c3ccc4c(c3)OCO4)no2)c(C)s1 (configuration not stated)	-2	-2	0.96	-2.3	-11	-3	20	6
Cc1ccc(OCCC(=O)OCC(=O)Nc2ccc3c(c2)OCO3)cc1	-2	-3	0.86	-0.4	0	-1	15	-1
CCC1(c2ccccc2)NC(=O)N(CC(=O)Nc2ccc(S(=O)(=O)Nc3ncccn3)cc2)C1=O (configuration not stated)	0	-4	1	0.7	-3	0	-16	10
COC(=O)c1cc2c(C)cc3ccc(C)cn3c-2c1C(=O)OC	0	-7	1	-0.9	-14	9	-1	-70
CN(Cc1ccccc1)C(=O)COC(=O)C1CCN(S(=O)(=O)c2ccc3c(c2)OCCO3)CC1	1	-15	1.1	-0.4	-15	-1	-1	8
CCOc1ccc(CN2CCN(Cc3c[nH]c4ccccc34)CC2)cc1	-1	13	0.99	-0.8	-8	2	1	20

An excerpt of these results, field by field.
SMILES: O=C(C1CCCCC1)N(Cc1nc2sc3c(c2c(=O)[nH]1)CCCC3)Cc1cccs1
  NR3A LBD binder = -10; ATG4B inhibitor = 0; hIAP activ = 1.1; MPTP inh = 2.5; SENP6 block = -2; SENP1 FRET inh = -2; PfGluPho inh = -5; SENP8 block = -10
SMILES: C/C(=C\C(=O)c1ccc(Cl)cc1Cl)N(C)C
  NR3A LBD binder = 0; ATG4B inhibitor = -1; hIAP activ = 0.88; MPTP inh = -2.3; SENP6 block = -5; SENP1 FRET inh = -2; PfGluPho inh = 0; SENP8 block = 9
SMILES: Cc1ccc(C(C(=O)NC(C)(C)C)N(C(=O)CCC(=O)Nc2ccccn2)c2ccccc2F)cc1 (configuration not stated)
  NR3A LBD binder = -1; ATG4B inhibitor = -4; hIAP activ = 1; MPTP inh = 0.3; SENP6 block = -13; SENP1 FRET inh = 1; PfGluPho inh = 4; SENP8 block = 11

The list continues.
SMILES	NR3A LBD binder	ATG4B inhibitor	hIAP activ	MPTP inh	SENP6 block	SENP1 FRET inh	PfGluPho inh	SENP8 block
COCCNc1nc(C)cc(-c2cc(C(=O)Nc3ccccc3)on2)n1	1	-5	0.88	-1.7	0	0	9	-273
CCCn1c2c(c(O)c(C(=O)Nc3nccs3)c1=O)CCCC2	-2	6	1.1	1.5	-5	-3	8	-18
CC(=O)Nc1ccc(Cl)c(-c2nc3ncccc3o2)c1	1	-7	0.89	0.3	2	1	3	-26
COC(=O)c1ccc(N=NN2CCOCC2)cc1	-1	-14	0.9	0.1	-15	4	-2	11
Cc1ccc(S(=O)(=O)N2CCCCC2)cc1NC(=O)CNc1ccccc1N1CCCC1=O	1	-4	1	-2.1	-11	1	10	3
CCOc1ccccc1NC(=S)NC(=O)CCc1ccccc1	-12	-2	1.1	0.3	18	-1	18	2
COc1ccc2oc(C(=O)OCC(=O)N(CCC#N)c3ccccc3)c(C)c2c1	2	-1	1.2	0.3	-16	-8	7	-380
COc1cc(C)c(C(=O)Oc2cc(C)c(C(=O)O)c(O)c2C)c(O)c1C(=O)O	-2	-1	0.97	-0.6	-3	-1	4	-70
O=C(C1=C(O)C(=O)N(CC2CCCO2)C1c1ccc(Cl)cc1Cl)c1ccco1 (configuration not stated)	-2	-5	0.95	4.8	-20	1	10	-6
N#Cc1c(NC(=O)CSc2ncn[nH]2)sc2c1CCCCC2	-10	-13	1.3	5.7	76*	1	-28	16
COc1ccc2c(=O)cc(-c3ccccc3)n(C)c2c1	0	-9	1.1	-0.8	-10	1	2	8
COc1cc(CN2CCN(Cc3cn(C)c4ccccc34)CC2CCO)cc(OC)c1 (configuration not stated)	1	0	1.4	-0.7	12	2	-11	15
O=C(CSc1ncnc2c1oc1ccccc12)Nc1cccc(C(F)(F)F)c1	-1	-4	1	-0.2	-4	0	20	26
CCOc1cccc(C(=O)Nc2ccc3[nH]ncc3c2)c1	15*	-5	1.1	3.0	-11	0	-1	12
CC(=O)Nc1cc2nn(-c3ccccc3)nc2cc1C	-3	1	1.2	-0.3	78*	-8	-10	-421
COc1cccc(C2(c3cccc(OC)c3)CC2C(=O)Nc2ccccc2Cl)c1 (configuration not stated)	-2	17	0.94	1.6	6	-9	88*	19
COc1ccccc1C1(CC(=O)O)CCOC(C)(C)C1 (configuration not stated)	3	9	1.1	0.7	-4	4	-11	15
CS(=O)(=O)N1CCN(CC(=O)NC2CCCC2)CC1	0	1	0.86	0.7	1	2	0	4
CSc1nsc(SC)c1C(=O)N1CCN(S(=O)(=O)c2ccc(C)cc2)C1C (configuration not stated)	-1	-5	1	-0.8	3	0	0	22
c1ccc(Cn2nnc(-c3ccccc3)n2)cc1	0	-9	0.94	-0.6	-16	0	-7	15
CCn1cc(C2=NC(CC(C)C)CO2)c2ccccc21 (configuration not stated)	0	9	1	3.5	-37	2	15	4
C/C(=N\NC(=O)C1CCCN(S(=O)(=O)c2ccccc2)C1)c1cccnc1 (configuration not stated)	-1	-4	1.1	-0.9	8	0	-7	13
CCOC(=O)C1=C(C)NC(=S)NC1C (configuration not stated)	3	1	0.9	1.7	17	1	14	15
N=C1C(c2ccccc2)=C(O)CN1c1cccc(S(=O)(=O)N2CCOCC2)c1	1	4	1.1	0.4	-6	0	-2	13
Cc1cc(C(F)(F)F)n2ncc(-c3ccc(F)cc3)c2n1	1	-11	0.94	-1.6	-8	4	-8	31
CC(=N)C1=C(O)CC(C)(C)CC1=O	-4	3	1.1	-0.5	0	1	-1	29
COc1cc(C(=O)NCc2cccc3ccccc23)cc(Cl)c1OC	-1	15	0.91	3.4	14	3	-1	10
O=C1CC(c2ccccc2)CC(O)=C1C=NC1CCCC1 (configuration not stated)	/	-23	1.5	-0.6	0	-1	4	9
O=C(COC(=O)Cc1ccc(S(=O)(=O)N2CCOCC2)s1)Nc1ccc(OC(F)F)cc1	-1	0	1.1	-2.6	2	-1	-2	-10
CC(C)(C)NC(=O)CC(CC(=O)O)c1ccccc1 (configuration not stated)	1	7	0.86	-0.8	13	0	-11	10
Cc1ccc(N2C(=O)C3C(C2=O)C(C(=O)c2ccc(Cl)cc2)N2CCCC32)cc1 (configuration not stated)	-2	-10	1.1	-2.3	-25	-35	-3	14
CCC(Sc1nc(C)cc(C)n1)C(=O)O (configuration not stated)	4	11	1.1	-2.8	3	0	-18	14
Cc1ccc(S(=O)(=O)NCc2ccccc2)cc1C(=O)N1CCN(S(=O)(=O)c2ccccc2)CC1	-1	-9	0.95	0.0	-3	0	16	9
CC(C)C(=O)Nc1c(O)c2ccccc2[nH]c1=O	-1	-1	0.92	0.3	-10	1	17	-8
COc1ccc(-c2cc(-c3nnc(COC(=O)C4CC4C)o3)c3ccccc3n2)cc1OC (configuration not stated)	7	-4	1	0.8	-11	-30	5	-281
Cc1cc(C)c(S(=O)(=O)NCCCn2ccnc2)c(C)c1	0	-5	0.93	2.0	15	1	8	29
CN(CCOc1ccc(Cl)cc1)C(=O)c1ccc(S(=O)(=O)N2CCOCC2)cc1	-1	-7	1.3	4.3	-28	2	9	20
NC(=O)COc1ncnc2scc(-c3ccc(F)cc3)c12	0	2	1.1	0.7	18	-1	-8	5
COCCCn1c(CCC(=O)O)ccc1-c1cccs1	-2	5	1.4	0.4	1	-58	-6	i
CCOC(=O)C1=C(CC)Nc2ccccc2N=C1NC(=O)Nc1ccc(Cl)c(Cl)c1	28*	62*	0.85	97*	8	0	19	24
N/C(=N\OC(=O)c1ccc(F)cc1)c1ccc(Br)cc1	2	-7	0.87	0.9	-37	2	-4	3
COc1ccc(CN2CCN(c3ncccn3)CC2)c(OC)c1	1	0	1.1	2.7	-3	1	2	21
Cc1c(Br)c(C(N)=O)nn1C	2	0	0.89	-1.4	-6	1	4	10
CCCNC(=O)c1ccc(COc2ccc(C)cc2)o1	-1	-2	1.1	0.0	-6	0	-9	13
COc1ccc(CCC(=O)Nc2ccc3c(c2)OCO3)cc1OC	-1	2	1.2	-0.5	12	1	5	14
CCOC(=O)C1CCCN(C(=O)c2ccc3c(c2)N(Cc2ccccc2)C(=O)c2ccccc2S3=O)C1 (configuration not stated)	-4	0	1.2	1.7	8	0	-11	5
CCNc1nc(OC)nc(SCC(N)=O)n1	0	1	0.89	-0.6	-8	2	-9	24
COc1ccc(C(=O)CCNc2ccc(C)c(Cl)c2)cc1	-486	8	0.77	3.6	-10	-1	-8	8
O=c1c2ccccc2nc(COc2ccccc2)n1/N=C/c1ccc(O)cc1O	2	5	1.2	2.0	-4	-111	-12	-6
COc1ccc(S(=O)(=O)N2CCN(C(=O)c3c(C)nn(-c4ccccc4)c3Cl)CC2)cc1	0	-7	1	-1.0	7	1	-28	16
CC(c1ccccc1)N1C(=O)c2ccc(C(=O)Nc3ccccc3C(=O)O)cc2C1=O (configuration not stated)	1	5	1.2	0.6	70*	-2	-22	6
COc1cc(-c2nc3ccc4ccccc4c3c3c2CCC3)ccc1O	-7	-11	1.1	0.2	5	0	-6	-371
Cc1nn(Cc2ccccc2)c(C)c1NC(=O)c1noc2c1CCc1ccccc1-2	-1	19	1.1	0.6	-20	1	4	12
CC(C)C(CCN1C(=O)c2ccccc2C1=O)c1ccco1 (configuration not stated)	3	25	1	4.6	-4	0	11	15
COc1cccc(Cn2cccc(NC(=O)Nc3ccc(C#N)cc3)c2=O)c1	0	-23	1.1	8.8	-10	3	2	-331

Five compounds from above, sorted by the number in SENP1 FRET inh, descending.
Molecule | SENP1 FRET inh
COc1cccc(Cn2cccc(NC(=O)Nc3ccc(C#N)cc3)c2=O)c1 | 3
COc1ccc(S(=O)(=O)N2CCN(C(=O)c3c(C)nn(-c4ccccc4)c3Cl)CC2)cc1 | 1
CC(C)C(CCN1C(=O)c2ccccc2C1=O)c1ccco1 (configuration not stated) | 0
CC(c1ccccc1)N1C(=O)c2ccc(C(=O)Nc3ccccc3C(=O)O)cc2C1=O (configuration not stated) | -2
O=c1c2ccccc2nc(COc2ccccc2)n1/N=C/c1ccc(O)cc1O | -111

Hits appear at their usual frequency, and some 6.7% of all compounds hit somewhere here.
